# Menin MLL FP TR = menin-MLL binding inhibition, Texas Red mutant peptide. O00255. Potency, µM (highest dose often 61.6 µM), inactives show at the highest dose FP activity change, negative = inhibition, usual class: inhibitors. Menin + Texas Red MLL mutant peptide, fluorescence polarization. actives 0.23% (n = 270,000); active = well fitted inhibition curve with a large enough effect in the polarisation, with a control signal flat, not every such curve was filed as active; inconclusive = small, poorly fitted or top-dose-only effect, or effect the other way, or a change in a side signal; inactive = no such curve, though single readings can be large or run the other way; the % refers to the polarisation; note: potency is the fitted concentration of half-maximal effect; % of control where 0% means no effect; many of its hits are not listed in these tables
# Target sequence (O00255 whole entry, looked up): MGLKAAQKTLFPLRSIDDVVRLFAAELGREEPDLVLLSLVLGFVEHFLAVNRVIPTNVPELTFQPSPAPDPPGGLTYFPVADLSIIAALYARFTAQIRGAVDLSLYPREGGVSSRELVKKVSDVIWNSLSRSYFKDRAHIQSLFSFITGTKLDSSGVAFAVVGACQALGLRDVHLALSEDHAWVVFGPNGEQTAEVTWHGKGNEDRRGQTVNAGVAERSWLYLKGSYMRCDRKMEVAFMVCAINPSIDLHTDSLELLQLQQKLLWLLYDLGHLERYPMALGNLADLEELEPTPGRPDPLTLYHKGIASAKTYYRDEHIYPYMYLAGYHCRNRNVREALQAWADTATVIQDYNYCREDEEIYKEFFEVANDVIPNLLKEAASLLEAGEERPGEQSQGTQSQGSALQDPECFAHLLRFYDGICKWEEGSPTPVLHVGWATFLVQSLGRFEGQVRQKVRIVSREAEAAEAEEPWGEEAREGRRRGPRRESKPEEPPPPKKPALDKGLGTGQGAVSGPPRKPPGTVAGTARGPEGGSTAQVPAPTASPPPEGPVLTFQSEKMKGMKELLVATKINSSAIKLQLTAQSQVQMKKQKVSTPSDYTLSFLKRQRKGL
# MBNL1-CUG inh = MBNL1-poly(CUG) RNA binding inhibition | Q9NR56 | TR-FRET MBNL1-His/biotin-(CUG)12 binding, 665/545 ratio | Potency, µM (top dose mostly 57.5 µM), for the others: at the highest dose activity change, negative = inhibition, actives largely listed as inhibitors | actives 0.036% (n = 280,000) | AID 2675; active = well fitted inhibition curve with a large enough effect in the signal ratio, with a control signal flat, not every such curve was filed as active; inconclusive = small, poorly fitted or top-dose-only effect, or effect the other way, or a change in a side signal; inactive = no such curve, though single readings can be large or run the other way; the % refers to the signal ratio; note: potency is the fitted concentration of half-maximal effect; % is set by controls: 0 for no effect and ±100 for the full control effect
# Target sequence (Q9NR56 whole entry, looked up): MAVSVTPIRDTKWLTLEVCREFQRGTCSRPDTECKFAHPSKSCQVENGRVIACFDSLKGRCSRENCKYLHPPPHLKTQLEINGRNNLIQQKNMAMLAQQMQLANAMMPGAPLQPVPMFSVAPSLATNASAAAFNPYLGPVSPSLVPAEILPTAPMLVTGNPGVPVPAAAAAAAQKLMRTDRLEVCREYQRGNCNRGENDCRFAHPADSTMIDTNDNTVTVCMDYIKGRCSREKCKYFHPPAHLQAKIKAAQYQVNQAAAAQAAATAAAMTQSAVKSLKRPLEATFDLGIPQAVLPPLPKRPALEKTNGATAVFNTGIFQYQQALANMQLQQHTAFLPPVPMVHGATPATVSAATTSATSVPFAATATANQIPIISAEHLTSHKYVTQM
#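 Compound titration spanned 92 nM–58 uM against the MBNL1-His/biotin-(CUG)12 complex. After 60 min at room temperature with 5 nM streptavidin-XL665 and 0.055 ng/ul terbium anti-His, ratiometric 665/545 nm emission (Ex 340 nm) normalized to controls.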
# USP2a block = inhibitors of human ubiquitin-specific protease USP2a | O75604 | USP2 core, Ub-CHOP2 coupled fluorogenic reporter, 485/531 | Potency, µM (doses to about 38.3 µM), inactives show top-dose activity change, negative = inhibition, hits mostly inhibitors | actives 0.01% (n = 330,000);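 note: potency is the fitted concentration of half-maximal effect; plate controls were DMSO wells for no effect and full inhibition by NEM control for full effect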
#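 USP2 core (10nM final) preincubated 30min RT with compound in 20mM Tris-HCl pH 8.0, 2mM CaCl2, 2mM beta-mercaptoethanol, 0.05% CHAPS; 25nM Ub-CHOP2 plus 25nM reporter substrate added, fluorescence (Ex485/Em531) read after 60min.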
# TSHR antagonist = blocks TSH signaling through the human TSH receptor; activity change, negative = inhibition, % at 11.5 µM; AID 504810; TSHR-expressing cells, TSH-stimulated cAMP HTRF, 2 h; active compounds read low; actives 0.2% (n = 330,000);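 active = activity change below a set negative limit, meaning inhibition stronger than a set level, cut at about -70% in these data; inconclusive = activity change between two set negative limits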; note: % is set by controls: 0 for no effect and ±100 for the full control effect
#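 Competitive HTRF cAMP read-out (cryptate anti-cAMP antibody, cAMP-d2; 30 min, room temperature) in freshly harvested TSHR cells. Compounds added before TSH at EC80 (4nM final), followed by 2 hours' incubation at 37 deg C.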
# KCNH2 WT inh = KCNH2 (human, wildtype) channel inhibition; Q12809; U2OS, BacMam KCNH2, thallium flux FluxOr; active compounds read low; activity change, % at 1.84 µM; actives 0.37% (n = 340,000);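 active = maximum activity change below -70%; inconclusive = maximum activity change between -70% and -50%; inactive = maximum activity change above -50%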; note: % is set by controls: 0 for no effect and ±100 for the full control effect
#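 U2OS cells were transduced with wild-type KCNH2 virus (2.03 x 10^8 / mL) for 4 h at room temperature, then cultured overnight at 37 C. Thallium flux was read with FluxOr dye. Rate constants were normalized to DMSO controls.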
# BCR signal inh = blocks chronic active B-cell receptor signaling; Potency, µM (titrated, usually from 46.1 µM), for inactives: top-dose ratio change, negative = lower green/red ratio, hits mostly inhibitors; ABC-DLBCL IkBa-CBG/CBR reporter, luminescence ratio, 4 h; AID 493014; actives 0.05% (n = 340,000); active = well fitted inhibition curve with a large enough effect in the signal ratio, with a control signal flat, not every such curve was filed as active; inconclusive = small, poorly fitted or top-dose-only effect, or effect the other way, or a change in a side signal; the % refers to the signal ratio;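 note: potency is the fitted concentration of half-maximal effect; plate controls were basal doxycycline-induced cells for no effect and cells given 10 µM MG132 for full effect; MG132 reads +100%, hits lower the ratio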
#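 Doxycycline induced both beetle luciferases in TMD8 lymphoma cells; IKK-driven degradation limits the IkappaBalpha-fused green signal, while red luminescence normalises for cell number and nonspecific effects. Compounds tested up to 46 uM, 4 hrs.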
# GALK inhibitor = inhibitors of human galactokinase. P51570. Purified GALK, Kinase-Glo residual ATP luminescence. Potency, µM (top dose mostly 57.5 µM), without a hit: at the top dose activity change, negative = inhibition, actives largely listed as inhibitors. actives 0.007% (n = 270,000); note: potency is the fitted concentration of half-maximal effect; % is set by controls: 0 for no effect and ±100 for the full control effect
#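 Kinase-Glo Plus luminescence measured ATP left after a 1 h room-temperature reaction. The reaction used 5 nM GALK, 100 uM galactose and 35 uM ATP at pH 8.0 (20 mM HEPES, 5 mM MgCl2, 60 mM NaCl, 1 mM DTT, 0.01% BSA).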
# PKM2 act = increases activity of human pyruvate kinase M2 | AID 1631 | actives 0.34% (n = 260,000) | purified PKM2, Kinase-Glo ATP luminescence, activation; response scale: 0% is enzyme alone, no compound | P14618 | Potency, µM (series often up to 57.5 µM), without a hit: at the highest dose activation, most hits filed as activators; note: potency is the fitted concentration of half-maximal effect; % is set by controls: 0 for no effect and ±100 for the full control effect; nearly all actives have a fitted effect of over 55% in size
#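 ATP formation by purified human PK-M2, quantified via coupled luciferase luminescence after 1 h at room temperature with 0.1 mM ADP and 0.5 mM PEP final.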
# S-ASM inh = inhibitors of human secretory acid sphingomyelinase | actives 0.006% (n = 340,000) | placental ASM, HMU-PC fluorogenic substrate, 60 min | P17405 | Potency, µM (titrated, usually from 57.5 µM), inactives show at the highest dose activity change, negative = inhibition, most hits filed as inhibitors; note: potency is the fitted concentration of half-maximal effect
#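 qHTS format. ASM enzyme prepared from human placenta hydrolyses the fluorogenic substrate HMU-PC0 (9 uM final) over 60 min at 37 °C after a 10 min compound preincubation.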
# Eya2 inh = Eya2 (human) phosphatase inhibition. O00167. AID 488837. recombinant Eya2, OMFP fluorescence dephosphorylation (OMFP is methylfluorescein phosphate). Potency, µM (series often up to 76.9 µM), inactives show top-dose activity, negative = inhibition, most hits filed as inhibitors. actives 0.006% (n = 330,000); note: potency is the fitted concentration of half-maximal effect; % is set by controls: 0 for no effect and ±100 for the full control effect
#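 Eya2 protein (added as 0.2 uM solution) was preincubated with compound for 10 min at ambient temperature in 50 mM HEPES pH 7.5, 50 mM NaCl, 5 uM MgCl2, 0.05% BSA, 1 mM DTT. OMFP (added at 50 uM) then reacted 10 min; fluorescence read at 485/525 nm.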
# Mito fusion act = mitochondrial division inhibition or fusion activation; S. cerevisiae fusion-defective mutant growth rescue, CellTiterGlo 48 h; actives 0.23% (n = 320,000); Potency, µM (titrated, usually from 46.1 µM), without a hit: at the top dose growth rescue (activation), usual class: activators;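 note: potency is the fitted concentration of half-maximal effect; % of control where 0% means no effect; nearly all actives have a fitted effect of over 45% in size; temperature-sensitive fusion mutants such as fzo1-1 at 37 °C on non-fermentable ethanol glycerol medium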
#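 Read-out: ATP-based luminescence (CellTiterGlo, 10 min ambient) reporting growth of fusion-defective ts yeast after 48 hours at 37C on glycerol/ethanol YPEG medium in the presence of compound.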
# * = called active by the depositor; i = inactive; ? = inconclusive; . = not tested or not shown; [ ] = another dose, or the depositor's remark. Unless noted, calls come from the whole dose curve; as a rule, active = well fitted curve in the direction sought with a large enough effect; inconclusive = small, poorly fitted or top-dose-only effect, or another doubt; inactive = no such curve, though single readings can be large; an effect the other way counts as inactive or inconclusive.
SMILES,Menin MLL FP TR,MBNL1-CUG inh,USP2a block,TSHR antagonist,KCNH2 WT inh,BCR signal inh,GALK inhibitor,PKM2 act,S-ASM inh,Eya2 inh,Mito fusion act
COc1ccc(OC)c(C2C(C#N)=C(N)Oc3cc(C)n(Cc4ccccn4)c(=O)c32)c1 (stereo not drawn),8%,-7%,3%,-5,-17,0%,-3%,-4%,2%,-8%,-2%
COC(=O)c1ccccc1OCCCOc1ccc(C=O)cc1OC,3%,9%,1%,33,-5,-3%,1%,2%,2%,7%,4%
CCOc1ccc(NC(=O)CSc2nc(=O)n(CCN3CCOCC3)c3c2CCCC3)cc1,.,.,2%,3,-7,-4%,.,.,3%,11%,-3%
CC1=NN(c2ccccc2)C(=O)/C1=C\c1ccc(Br)s1,?,.,5%,0,-3,13%,0%,21%,-20%,4%,8%
Cc1cc(-c2ccccc2)nc2[n+]1CCN2C,0%,5%,-1%,-9,-13,0%,3%,-13%,75%[activator],6%[15.4 µM],3%
Cc1ccc(S(=O)(=O)CCC(=O)OCn2nnc3ccccc3c2=O)cc1,-1%,-1%,1%,1,-18,1%,1%,-3%,-2%,6%,4%
CCN(CC)C(=O)CSc1nc2ccccc2c(=O)n1OC,-1%,13%,0%,2,7,0%,4%,-1%,2%,12%,9%
COCCn1c(SCC(=O)Nc2ccc(F)cc2)nc2c(oc3ccccc32)c1=O,19%,-6%,7%,-5,i,4%,-2%,-2%,0%,2%,3%
COc1ccc(-c2nnc(NC(=O)CS(=O)(=O)c3ccc(Cl)cc3)o2)c(OC)c1,.,-3%,3%,7,-4,0%,-1%,.,-1%,2%,-9%
COc1ccc2nc(SCC(=O)N3CC(=O)Nc4ccccc43)c(C#N)cc2c1,0%,?,-1%,-29,1,0%,0%,6%,32%,-11%,4%
CN1CCN(C(=S)SCc2nc(N)nc(Nc3ccc(F)cc3)n2)CC1,1%,-1%,0%,1,-9,-3%,1%,-1%,4%,-22%,-1%
Cc1cccnc1N1C(=O)c2ccc(C(=O)O)cc2C1=O,-8%,16%,0%,-5,40,1%,1%,.,1%,-1%,9%
O=C1NC(=O)/C(=C/c2ccccn2)S1,.,12%,0%,-4,-3,12%,1%,-9%,7%,-12%,1%
O=C(CSc1nc2ccccc2o1)Nc1ccc(N2CCOCC2)cc1,27%,-8%,1%,0,-25,-3%,3%,-7%,2%,4%,-1%
COCc1ccc(CN2CCCC(CO)(Cc3ccccc3C)C2)o1 (stereo not drawn),-13%,8%,0%,-6,3,-13%,0%,5%,-1%,-7%,-3%
COc1ccccc1C1CCN(Cc2cccc([N+](=O)[O-])c2)CC1,.,-5%,-1%,4,16,-1%,1%,-2%,-2%,-16%,-2%
O=C(CSc1ccc(-c2ccccc2)nn1)N1CCOCC1,5%,-1%,1%,2,-28,0%,4%,-12%,0%,0%,-10%
COCCN(C(=S)Nc1ccccc1C)C(C)c1cccs1 (stereo not drawn),-9%,0%,5%,14,-17,1%,1%,7%,1%,2%,6%
CC(CCc1ccccc1)NC(=O)C(=O)c1c[nH]c2ccccc12 (stereo not drawn),.,2%,-2%,-9,9,?,-5%,.,-7%,-5%,4%
S=C1Nc2cc(Cl)ccc2Sc2ccccc21,-23%,.,2%,-1,-38,?,0%,-1%,3%,2%,0%
O=C(COC(=O)CNC(=O)c1ccc2c(c1)OCO2)Nc1ncc(Cl)cc1Cl,0%,-6%,-1%,-7,-1,5%,7%,-4%,1%,7%,6%
Cc1ccc(CNC(=O)CCS(=O)(=O)c2ccc(C)cc2)cc1,3%,-5%,1%,-4,-2,-1%,12%,-1%,-2%,-17%,0%
O=C(CSc1nnc(-c2cccs2)o1)N1CCCc2ccccc21,-15%,0%,0%,-16,7,2%,0%,3%,-2%,-13%,17%
O=c1cc(-c2ccccc2)c2ccc(O)c(CN3CCCCC3)c2o1,1%,20%,0%,-6,13,0%,0%,3%,90%[activator],3%,16%
CCNS(=O)(=O)c1ccc(NC(=O)c2ccccc2SCCOC)cc1,-9%,-14%,0%,35,-2,-3%,-3%,10%,0%,-6%,13%
CCOC(=O)c1ccc(NC(=O)c2cccc(S(=O)(=O)N3c4ccccc4CC3C)c2)s1 (stereo not drawn),-29%,3%,1%,-16,10,4%,1%,-5%,-11%,-2%,-3%
Cc1cc(CNC(=O)Cn2cc([N+](=O)[O-])cn2)c2ccccc2n1,14%,.,1%,3,-4,-10%,0%,2%,-1%,1%,-8%
O=C(NCc1ccco1)c1ccc(S(=O)(=O)N2CCCCC2)cc1,-15%,24%,1%,-13,2,14%,2%,-7%,-4%,-4%,10%
Cc1cc(C)c(C)c(S(=O)(=O)N2CCC(C(=O)NCC(c3ccccc3)N(C)C)CC2)c1C (stereo not drawn),?,-6%,1%,0,22,-11%,-1%,.,1%,2%,-7%
CC1(C)Oc2ccc(C(=O)N3CCOCC3)cc2N(CC(=O)N2CCOCC2)C1=O,0%,-7%,0%,7,-11,-3%,4%,0%,1%,14%,-2%
CC1(C(=O)NC2CCCCC2)CCC(=O)N1Cc1cccs1 (stereo not drawn),-2%,6%,0%,-4,-3,-6%,-3%,-7%,-6%,-16%,-5%
O=C(c1ccc(Cl)cc1)c1c[nH]c(C(=O)NNc2ccccc2)c1,-6%,-2%,0%,3,-2,?,15%,-7%,0%,-1%,9%
CC(Sc1nnc2c(n1)[nH]c1ccccc12)C(=O)N(C)C1CCCCC1 (stereo not drawn),-1%,?,4%,-41,-9,?,0%,-1%,-9%,5%,23%
COCCN1CCN(C(=O)C2CCC(=O)N(CCc3ccc(Cl)cc3)C2)CC1 (stereo not drawn),-13%,-3%,-1%,-2,-6,1%,5%,-1%,5%,-1%,-1%
CCNC(=S)NNC(=O)c1ccoc1C,-10%,1%,2%,4,1,4%,-2%,-2%,1%,-1%,0%
CC(C)(C)c1nc2ccccc2c(=O)n1N1C(=O)c2ccccc2C1=O,-25%,-5%,3%,-11,-4,5%,-2%,3%,-9%,-12%,6%
O=C(NCCO)c1cccc(S(=O)(=O)N2CCCCC2)c1,1%,-5%,0%,4,-1,?,8%,-4%,2%,20%,-6%
Cc1c(Br)c([N+](=O)[O-])nn1CC(=O)NCc1cccnc1,0%,?,0%,11,-8,3%,0%,4%,3%,-21%,0%
Cc1cccc(Nc2ncnc3nc[nH]c23)c1C,-9%,0%,1%,3,-11,?,-2%,-3%,8%,-2%,0%
O=C(N1CCOCC1)N(CCN1CCOCC1)Cc1cccc(Cl)c1,10%,-5%,.,.,8,.,-2%,-5%,4%,.,-5%
CCCN1C(=O)/C(=C/c2c(NCCCOCC)nc3c(C)cccn3c2=O)SC1=S,8.9µM*,3%,0%,48,-13,0%,0%,-18%,2%,15%,-2%
O=C(Cc1cccs1)Nc1cccc(-c2nc3cc4ccccc4cc3[nH]2)c1,?,14%,0%,-15,31,?,2%,-17%,310%[activator],-3%,?
Cc1ccc(C(=O)N/C(=C/c2ccc(-c3cccc([N+](=O)[O-])c3)o2)C(=O)NC(C)C)cc1,15%,?,-3%,-15,6,0%,1%,2%,-16%,-18%,2%
CCOC(=O)C1CCN(C(=O)CS(=O)Cc2nc(-c3ccc(C)cc3)oc2C)CC1 (stereo not drawn),5%[11.7 µM],-7%,0%,-3,2,0%,3%,12%,8%,7%,-6%
CCn1c(SCC(=O)N2c3ccccc3Sc3ccccc32)nc2c1c(=O)n(C)c(=O)n2C,0%,-2%,1%,-1,-12,3%,0%,-5%,-5%,26%,-2%
O=C(NCC(c1cccnc1)N1CCN(c2ccc(F)cc2)CC1)c1ccccc1 (stereo not drawn),-19%,18%,2%,-5,6,7%,-3%,8%,1%,-4%,5%

# A portion of the library; rates above refer to the full screens.
